RBX1-CUL1 inh: human ROC1-CUL1 E3 ligase inhibition. P62877+Q13616. in vitro K48 di-Ub FRET, acceptor:donor ratio, 45 min. inhibition, % at 10 µM. hit rate 0.6% among 140,000; in the data active means inhibition above about 25%
Target sequence (P62877 whole entry, looked up): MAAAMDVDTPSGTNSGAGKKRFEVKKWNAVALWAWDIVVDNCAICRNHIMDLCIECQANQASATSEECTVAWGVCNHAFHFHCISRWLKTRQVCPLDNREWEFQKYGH
Target sequence (Q13616 whole entry, looked up): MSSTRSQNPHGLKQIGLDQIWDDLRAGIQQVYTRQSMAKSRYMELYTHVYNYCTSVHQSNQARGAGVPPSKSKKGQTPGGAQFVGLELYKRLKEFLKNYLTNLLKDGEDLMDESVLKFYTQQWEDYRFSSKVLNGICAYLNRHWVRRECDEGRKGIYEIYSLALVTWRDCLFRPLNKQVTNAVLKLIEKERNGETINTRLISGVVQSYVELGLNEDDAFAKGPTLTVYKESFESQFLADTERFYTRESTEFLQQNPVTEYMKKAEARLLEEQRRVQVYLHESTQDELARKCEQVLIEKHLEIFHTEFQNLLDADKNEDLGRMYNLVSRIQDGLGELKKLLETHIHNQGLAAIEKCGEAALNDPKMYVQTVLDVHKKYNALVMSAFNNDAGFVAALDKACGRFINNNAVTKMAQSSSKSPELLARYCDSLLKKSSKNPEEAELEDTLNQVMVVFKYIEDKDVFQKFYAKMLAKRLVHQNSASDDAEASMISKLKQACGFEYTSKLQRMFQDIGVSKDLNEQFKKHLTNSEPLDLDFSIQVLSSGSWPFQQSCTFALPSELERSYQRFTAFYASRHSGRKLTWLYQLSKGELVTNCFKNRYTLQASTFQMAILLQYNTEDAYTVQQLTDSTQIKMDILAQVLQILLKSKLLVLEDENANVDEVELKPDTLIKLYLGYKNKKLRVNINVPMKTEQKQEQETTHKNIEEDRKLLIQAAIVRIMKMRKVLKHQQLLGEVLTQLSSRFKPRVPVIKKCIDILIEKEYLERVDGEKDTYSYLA
An asterisk follows results filed as active. This is a subset; rates above refer to the full screens.

compound | RBX1-CUL1 inh
Cc1nc2scc(C)n2c(=O)c1S(=O)(=O)Nc1cccc(C(F)(F)F)c1 | 1.4
Cc1cc(C)c2nc(N3CCCC(C(=O)NCc4ccccc4F)C3)sc2c1 (configuration not stated) | -3.2
COC(=O)CNC(=O)c1ccc(OC2CCN(C3CCCC3)CC2)c(OC)c1 | -3.6
CCOC(=O)c1oc2cc(OS(C)(=O)=O)ccc2c(=O)c1-c1ccc(OC)c(OC)c1 | -12.0
CCOc1cc(S(=O)(=O)n2cnc3ccccc32)ccc1Br | 14.2
O=C(CSc1nnc(-c2ccccc2O)n1Cc1ccccc1)Nc1ccccc1Br | 13.8
Cc1ncc(CN2CCC3(CCCN(Cc4ccccc4F)C3=O)C2)cn1 (configuration not stated) | -2.1
Cc1cccc(CC2=NC(=S)NC2=O)n1 | -3.2
COc1ccc(-c2nsc(NC(=O)c3oc4cc(C)c(C)cc4c3C)n2)cc1 | -3.6
O=S(=O)(Nc1ccc(-c2ccc(N3CCCC3)nn2)cc1)c1cc(F)ccc1F | -2.8
CN1N=C(c2ccc(Cl)s2)CSC1=O | 12.9
C#CCN(Cc1cnc(S(C)(=O)=O)n1CC(C)C)C1CCCCC1 | 3.1
CCOC(=O)C1CCN(CC(=O)Nc2cc(C)c3c(=O)oc4ccccc4c3n2)CC1 | -0.5
CSc1ccc(CNC(=O)CCn2ccc3cc(S(=O)(=O)N4CCCC4)ccc32)cc1 | -2.3
Cc1ccc(CNC(=O)CS(=O)(=O)Cc2nc(-c3ccccc3C)oc2C)cc1 | -3.1
Cc1nc2sc3c(c2c(=O)n1NC(=O)c1nn(C)cc1I)CCCC3 | 0.1
O=C(N1CCOCC1)C1(c2ccccc2)CCOCC1 | 3.9
CCOC(=O)CN1C(=O)S/C(=C\c2ccc(-c3cccc(C(=O)O)c3C)o2)C1=O | 1.0
CN(c1cccc(NC(=O)CN(c2ccc(Br)cc2)S(=O)(=O)c2ccccc2)c1)S(C)(=O)=O | -0.1
CN1CCN(C(=O)c2sc3cccc(F)c3c2Cl)CC1 | -6.6
O=C(CC1C(=O)OCCN1Cc1ccccc1)Nc1cccc(C(F)(F)F)c1 (configuration not stated) | -3.8
COC(=O)c1onc(-c2c(OC)cc(OC)cc2OC)c1C(=O)OC | 11.3
COc1cccc(NC(=O)CSc2nc(-c3ccccc3)nc3c2Cc2cc(Cl)ccc2O3)c1 | -8.1
CC12CCC(C(=O)Nc3cccc(C(F)(F)F)c3)(C1Br)C2(C)C (configuration not stated) | 6.3
Cc1nn2c(C(F)(F)F)cc(-c3ccc(Cl)cc3)nc2c1C(=O)N1CCOCC1 | -12.2
Cc1cccc(C)c1NC(=O)NCCc1c[nH]c2ccccc12 | 4.5
Cc1cc(OCC(=O)NC2CCCc3ccccc32)cc(C)c1Cl (configuration not stated) | 7.2
CCC1(O)C(=O)N(C2CCCCC2)S(=O)(=O)N(C2CCCCC2)C1=O | -1.6
CCC(=O)Nc1cc(S(=O)(=O)NCC(C)C)ccc1OC | 1.0
Cc1ccc(C)c(NC(=O)c2ccc(CN3CCCCC3)cc2)c1 | 4.1
COc1ccccc1NC(=O)CN1CCCN(S(=O)(=O)c2ccc(Br)cc2)CC1 | 0.4
O=C(Cn1c(=O)ccc2cc(S(=O)(=O)N3CCCC3)ccc21)NCc1ccc(Cl)cc1 | -1.9
O=C1NN(c2ccccc2)C(=O)/C1=C/c1ccccc1OCc1c(F)cccc1Cl | -2.0
COc1ccc(Br)cc1Cn1nnc(C(=O)Nc2ccc(C)cc2C)c1N | -3.6
COc1ccc(Nc2nc(Nc3ccc(OC)cc3)nc(N3CCC4CCCN4C3)n2)cc1 (configuration not stated) | -4.4
CCCCN1N=NN2C1=Nc1cccc3cccc2c13 | 6.1
Cc1cc2c(cc1C)NC(CC(=O)Nc1cccc(Cl)c1)C(=O)N2 (configuration not stated) | -4.3
Cc1cc2c(cc1S(=O)(=O)Nc1ccc(OC(F)(F)F)cc1)OCC(=O)N2 | -2.2
N#Cc1cccc(NC(=O)c2cccnc2)c1 | -4.9
O=C(CSc1nnc(CSc2ccccc2)o1)c1ccccc1 | -5.2
COCCN(C(=O)c1cc(Cn2nc(C)cc2C)[nH]n1)C(C)C | -5.0
O=C(Cn1ncc2c3ccccc3n(Cc3ccc(F)cc3)c2c1=O)NCc1cccs1 | 4.0
COc1cc(C=Nc2ccc(C)cc2)ccc1OC(C)=O | 2.7
CC(CCc1ccccc1)NC(=O)Cn1c(=O)nc(-c2ccccc2)c2cc(Cl)ccc21 (configuration not stated) | 0.5
O=C(Nc1ccc2c(c1)CN(C(=O)Nc1ccc3c(c1)OCO3)CC2)C1CCCO1 (configuration not stated) | -0.6
CC(C)(C)c1ccc(S(=O)(=O)N2CCN(C(=O)C3CC3)CC2)cc1 | 3.8
Cc1nc2ccn(Cc3cccnc3)c(=O)c2cc1C(=O)N1CCN(c2ccccc2F)CC1 | 3.6
COc1ccc(/C=C/C(=O)c2cc(CC=C(C)C)c(OC)cc2OC)c(OC)c1 | 7.3
OCCc1sc2ccccc2c1Br | -2.7
Fc1ccc(CNC2CCCC2)cc1 | -7.8

Other results follow:
compound | RBX1-CUL1 inh
CCOc1ccc(-n2nc3ccc(NC(=O)c4cccc(OCC)c4)cc3n2)cc1 | 1.7
Cc1ccc(N=C/C=C/c2ccc([N+](=O)[O-])cc2)cc1 | 6.7
COc1cccc(CNC(=O)CCS(=O)(=O)c2ccc3c(c2)oc(=O)n3C)c1 | -10.2
CSCC(=O)N1CCc2[nH]nc(-c3cccc(F)c3)c2C1 | 3.3
C=CCn1c(C(C)C)nc2ccccc21 | 3.5
CSc1ccccc1NC(=O)CN1CCN(c2ccccc2)CC1 | -7.2
Cc1ncc2c(c1-c1noc(CCCN3CCCC3=O)n1)CCNC2 | 8.6
CN(C(=O)c1cc2ccccn2c1)c1ccccc1 | -11.0
Cc1ccc(S(=O)(=O)c2[nH]c(-c3ccccc3)nc2SCC(N)=O)cc1 | 4.7
O=C(CSc1nc2ncccc2o1)Nc1cccc(C(F)(F)F)c1 | 0.4
COc1ccccc1CNC(=O)CCCCn1c(=O)c2ccccc2n(CC(=O)Nc2cc(Cl)ccc2C)c1=O | 0.9
Cc1nonc1CN(C)C(=O)c1ccc(OC2CCN(C(=O)c3cccnc3)CC2)cc1 | 8.6
O=C(CCn1c(=O)c2cccn2c2ccc(F)cc21)NCc1ccccc1F | 6.3
CCOC(=O)Nc1ccc(Br)cn1 | -5.5
COc1cccc(C(=O)N2c3ccc(C)cc3C(C)(c3ccccc3)CC2(C)C)c1 (configuration not stated) | -2.9
CCOC(=O)c1c(NC(=O)c2ccc(Br)cc2)sc2c1CCC(C(C)(C)C)C2 (configuration not stated) | 7.0
Cc1ccc(NC(=O)N2CCN(Cc3nc4ccc(C)cc4o3)CC2)cc1 | 5.5
Cc1ccc(C)c(NC(=O)c2sc3nc(C(F)(F)F)c4c(c3c2N)CCCC4)c1 | 6.0
NC(=O)c1sc2ncccc2c1N | 10.6
O=C1C=CC=CC(c2ccc3cc4c(cc3n2)OCO4)C1=O (configuration not stated) | 3.2
Cc1ccc(-n2nnnc2SCC(=O)Nc2nccs2)cc1Cl | -1.4
Cc1cn2c(=O)cc(COC(=O)c3ccc(NC(=O)c4ccccc4C)cc3)nc2s1 | 9.0
Cc1ccc(Cl)cc1N1CCN(C(=O)c2cccn2-c2nnc(N3CCCCC3)s2)CC1 | -8.8
COC(=O)c1c(C)sc(-c2c(-c3ccc4c(c3)OCCO4)[nH]c3c2c(=O)n(C)c(=O)n3C)c1O | 12.7
Cc1cc(NC(=O)C2CCCN(S(=O)(=O)c3cccc4nsnc34)C2)ccc1Br (configuration not stated) | -4.7

Next section.
SMILES	RBX1-CUL1 inh
CCN1CCN(Cc2c(O)ccc3c(=O)c(Oc4cccc(C)c4)c(C(F)(F)F)oc23)CC1	6.5
Nc1ccc2c(c1)C(=O)N(c1cccc(F)c1)C2=O	1.2
Cc1ccccc1-c1cnc(-c2cccnc2)nc1C1CCN(C(=O)CCCc2ccccc2)CC1	-5.1
COc1cccc(CNc2cc(C)nc3nc(-c4ccc(C)cc4)nn23)c1	6.7
COc1cc(-c2c(C#N)c(N)n3c(nc4ccccc43)c2C#N)ccc1OCC(C)C	1.7
COc1cccc(NC(=O)CN(C)S(=O)(=O)c2ccc3nc(C)sc3c2)c1	-4.5
COc1cc(OCCOc2cc(OC)c(C)cc2OC)c(OC)cc1C	7.3
N#C/C(=C\c1cccc(F)c1)c1nc(-c2cc3c(ccc4ccccc43)oc2=O)cs1	0.9
CCn1c(SCC(=O)Nc2ccccc2F)nnc1C(NC(=O)c1ccc(C)cc1)C(C)C (configuration not stated)	6.2
Nc1nonc1-c1noc(-c2cccc(Cl)c2)n1	7.5

A different layout for part of the listing above.
| RBX1-CUL1 inh | structure |
| --- | --- |
| -5.1 | Cc1ccccc1-c1cnc(-c2cccnc2)nc1C1CCN(C(=O)CCCc2ccccc2)CC1 |
| 6.7 | COc1cccc(CNc2cc(C)nc3nc(-c4ccc(C)cc4)nn23)c1 |
| 1.7 | COc1cc(-c2c(C#N)c(N)n3c(nc4ccccc43)c2C#N)ccc1OCC(C)C |
| -4.5 | COc1cccc(NC(=O)CN(C)S(=O)(=O)c2ccc3nc(C)sc3c2)c1 |
| 7.3 | COc1cc(OCCOc2cc(OC)c(C)cc2OC)c(OC)cc1C |
| 0.9 | N#C/C(=C\c1cccc(F)c1)c1nc(-c2cc3c(ccc4ccccc43)oc2=O)cs1 |

Three compounds from above, sorted by their value in RBX1-CUL1 inh, smallest number first.
SMILES	RBX1-CUL1 inh
COCCN(C(=O)c1cc(Cn2nc(C)cc2C)[nH]n1)C(C)C	-5.0
Cc1nc2scc(C)n2c(=O)c1S(=O)(=O)Nc1cccc(C(F)(F)F)c1	1.4
O=C1C=CC=CC(c2ccc3cc4c(cc3n2)OCO4)C1=O (configuration not stated)	3.2

Additional compounds follow:
SMILES	RBX1-CUL1 inh
O=C(CCn1cnc2ccccc21)N1CCCC(N2CCN(c3ccc(F)cc3)CC2)C1 (configuration not stated)	6.6
CCC(=O)N1c2ccccc2-c2nnc(SC)nc2OC1c1ccc(OC2CCCC2)cc1 (configuration not stated)	3.2
COc1ccc(NC(=O)c2ccccc2NC(=O)C2CC=CCC2C(=O)O)cc1 (configuration not stated)	7.9
CC(C)CCNC(=O)/C=C/c1ccc(Cl)c(Cl)c1	-3.0
CSc1cccc(NS(=O)(=O)Cc2ccccc2F)c1	5.7
Cc1cc2ncc(S(=O)(=O)c3ccccc3)c(-c3ccc(Br)cc3)n2n1	4.0
Cc1ncc(-c2nc3c(cnn3CC3CC=CCC3)[nH]2)n1C (configuration not stated)	6.9
CC1(C)O[C@H]2CCC=C(Br)[C@H]2O1	0.3
COc1cc(OC)c(C2c3c(n[nH]c3C)OC(=N)C2C#N)cc1OC (configuration not stated)	1.2
C=CCCSc1ccc(-c2ccc(C#N)c(F)c2)cc1	-1.0
CC(=O)N1C(=O)/C(=C\c2ccc(Br)o2)c2ccccc21	5.5
CN(C)c1cnn(CC(=O)NCCCn2ncc3ccccc32)c(=O)c1	5.7
CC(=O)Nc1ccc(S(=O)(=O)SCn2c(=O)oc3cc(Cl)ccc32)cc1	1.9
CCCOc1ccc(CNC(=O)C(NS(=O)(=O)c2cccs2)C(C)C)cc1 (configuration not stated)	1.2
COc1ccccc1C1OC(c2ccccc2)=C(c2ccccc2)C(=O)N1c1ccc(C(C)=O)cc1 (configuration not stated)	-8.6
Cc1ccc2oc(C(=O)N3CCCC(c4nc5ccccc5o4)C3)c(C)c2c1 (configuration not stated)	0.0
O=C(Nc1ccc(-c2ccn[nH]2)cc1)C1CCCN(C2CCSCC2)C1 (configuration not stated)	-0.4
CCOC(=O)N1CCc2c(sc3c2c(=O)n(Cc2ccccc2)c(=O)n3Cc2cc(C)ccc2C)C1	-11.8
Cc1cccc(-n2c(=O)c3ccccc3n(Cc3ccccc3)c2=O)c1	1.5
CN(C)S(=O)(=O)c1ccc(C(=O)N2CC(=O)Nc3ccc(Br)cc3C2c2ccc(F)cc2)cc1 (configuration not stated)	4.9

3 entries out of the list, arranged by heavy-atom count, descending:
SMILES	RBX1-CUL1 inh
CCOC(=O)N1CCc2c(sc3c2c(=O)n(Cc2ccccc2)c(=O)n3Cc2cc(C)ccc2C)C1	-11.8
CCCOc1ccc(CNC(=O)C(NS(=O)(=O)c2cccs2)C(C)C)cc1 (configuration not stated)	1.2
Cc1cccc(-n2c(=O)c3ccccc3n(Cc3ccccc3)c2=O)c1	1.5

More results follow:
SMILES	RBX1-CUL1 inh
O=C(NCc1cccnc1)c1cccc(Cl)c1	0.0
COC(=O)C1=C2c3ccc(OC)cc3CCC2(C)C(=O)C1 (configuration not stated)	-0.8
O=C1c2cc(S(=O)(=O)N3CCN(Cc4ccccc4)CC3)ccc2-c2ccc(S(=O)(=O)N3CCN(Cc4ccccc4)CC3)cc21	4.2
O=c1cc(SCc2ccccc2)c2ccccc2o1	6.1
Cc1ccc(NC(=O)CN2CCN(S(=O)(=O)c3ccc(C(C)C)cc3)CC2)cc1F	3.8
CCOc1cc(/C=C2\C(=O)NC(=S)N(c3ccc(Br)cc3)C2=O)cc(Br)c1O	7.2
Cc1ccc(NCCCNc2nccc(-c3cn(C)nc3C)n2)nc1	-5.5
COCC1=NC(=O)C(C#N)=C(C)C1O (configuration not stated)	6.0
O=C(CN1c2ccccc2Sc2ccccc21)N/N=C/c1cn(-c2ccccc2)nc1-c1ccco1	3.0
C=CCc1cc(C(=O)NC(C)CC)ccc1OC (configuration not stated)	1.8
CCc1noc(C)c1C(=O)Nc1ccc(C)cc1Br	2.1
Cc1cccc(CS(=O)(=O)Nc2ccc(C)c(C)c2)c1	15.8
Cc1ccc(C(=O)/C=C/c2c[nH]c3ccccc23)cc1	7.1
COc1cccc(CNC(=O)CNS(=O)(=O)c2ccc3nc(C)sc3c2)c1	-6.6
CC(C)(C)Nc1nc(Oc2ccccc2)nc(Oc2ccccc2)n1	-0.9
CC(NC(=O)CCCN1C(=O)c2ccccc2C1=O)c1ccc2c(c1)CCCC2 (configuration not stated)	3.0
O=C(CSc1ccccc1)N1CCC(N2CCC(C(=O)N3CCCC3)CC2)CC1	-1.1
CCOC(=O)N1CCN(c2nncc(-c3cc4ccccc4o3)n2)CC1	-10.3
COc1ccccc1CN1CCCC(CN(CCN(C)C)C(=O)c2ccccc2OC)C1 (configuration not stated)	-0.4
CCOC(=O)c1cc(-c2ccc(OC)cc2)n(CCC(=O)Nc2ccc(OC)cc2OC)c1C	20.5
CN1CCN(c2c([N+](=O)[O-])c(=O)oc3ccccc23)CC1	-3.5
COC(=O)[C@@H]1CCCN1C(=O)Cc1ccc(N2CCC(NCc3ccc(Cl)s3)CC2)cc1	4.2

From PubChem BioAssay
